Screening data: PubChem, National Center for Advancing Translational Sciences (NCATS)
Tb PFK block – inhibitors of T. brucei phosphofructokinase; T. brucei PFK, ADP-Glo luminescence; actives 0.17% (n = 330,000); Potency, µM (series often up to 57.5 µM), inactives show at the top dose activity, negative = inhibition, actives largely listed as inhibitors; AID 485367;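 further: potency means the concentration at half of the fitted maximal effect; 0% = uninhibited 1x PFK enzyme wells and -100% = no-enzyme wells; nearly all actives have a fitted effect of over 60% in size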
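Compounds were pin-transferred as a titration series up to 57 uM into substrate buffer (0.5 mM F6P, 0.1 mM ATP, pH 8.0), then 1.25 nM PFK was added and reactions ran 45 min before ADP-Glo detection.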
FBPA coupling cs – coupling enzyme interference in Giardia aldolase counter-screen. coupling enzyme system counterscreen, AmpLite Red fluorescence. activity change, negative = inhibition, % at 58.2 µM, hits read low. actives 0.67% (n = 290,000). AID 2472; in the data active means activity change below about -30%; further: on the % scale 0 is the no-effect control and ±100 the full control effect
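Counterscreen lacking aldolase: glyceraldehyde-3-phosphate coupling-enzyme reagent preincubated 10 min at RT with compound (at 57.5 uM final), then substrate/coupling system with AmpLite Red added; fluorescence read at 525/598 nm after 20 min RT.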
TCR activator – T cell receptor activation | primary human leukocytes, anti-CD3, IL-2 HTRF, 48 h | Potency, µM (highest dose often 9.22 µM), inactives show at the highest dose activation of IL-2 secretion, hits mostly activators | 330,000 tested, under 10 active; further: % of control where 0% means no effect
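IL-2 release read by HTRF sandwich (Eu cryptate donor, d2 acceptor, 665 nm emission) after 48 hr exposure of primary human leukocytes to compound together with anti-CD3 beads in the absence of co-stimulatory signals.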
hERG WT inh – blocks the wildtype human KCNH2 potassium channel; U2OS, BacMam KCNH2, thallium flux FluxOr; active compounds read low; actives 0.37% (n = 340,000); activity change, % at 1.84 µM; Q12809; AID 720551;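 active means maximum activity change below -70%; inconclusive means maximum activity change between -70% and -50%; inactive means maximum activity change above -50%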; further: on the % scale 0 is the no-effect control and ±100 the full control effect
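U2OS cells transduced with wild-type KCNH2 virus are loaded with FluxOr dye for 45 min, and thallium flux is measured in kinetic reads before and after stimulation buffer. Rate constants are normalized to DMSO controls.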
Giardia killer – Giardia lamblia killing; actives 0.15% (n = 340,000); AID 540267; activity change, % at 7.66 µM, hits read low; Giardia lamblia trophozoite viability; in the data active means activity change below about -80%; inconclusive means between about -30% and that limit;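 further: parasites exposed to compound for two days anaerobically before the ATP read; on the % scale 0 is the no-effect control and ±100 the full control effect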
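Anaerobic 48 hrs incubation at 37 deg C of 100 trophozoites/well with test compounds; ATPLite 1-Step luminescence, 15-30 min RT, reports cellular ATP as viability.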
BCR signal inh – blocks chronic active B-cell receptor signaling; ABC-DLBCL IkBa-CBG/CBR reporter, luminescence ratio, 4 h; Potency, µM (highest dose often 46.1 µM), for the others: top-dose ratio change, negative = lower green/red ratio, usual class: inhibitors; actives 0.05% (n = 340,000); active means well fitted inhibition curve with a large enough effect in the signal ratio, with a control signal flat, not every such curve was filed as active; inconclusive means small, poorly fitted or top-dose-only effect, or effect the other way, or a change in a side signal; the % refers to the signal ratio;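 further: potency means the concentration at half of the fitted maximal effect; plate controls were basal doxycycline-induced cells for no effect and cells given 10 µM MG132 for full effect; MG132 reads +100%, hits lower the ratio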
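Compounds up to 46 uM were incubated four hours with TMD8 cells whose green CBG68 luciferase is fused to IkappaBalpha; red CBR luminescence normalised the signal, and concentration-effect curves were fitted to fusion, red and ratio data.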
AT treatment – potential ataxia-telangiectasia treatments restoring KAP-1 phosphorylation | […] A-T fibroblasts, KAP-1 phosphorylation AlphaLISA; neocarzinostatin DNA damage 30 min before lysis | actives 0.19% (n = 320,000) | Potency, µM (top dose mostly 57.5 µM), for the others: at the highest dose activation, hits mostly activators | AID 485349; further: potency means the concentration at half of the fitted maximal effect; % of control where 0% means no effect; nearly all actives have a fitted effect of over 45% in size
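hTERT-immortalized A-T patient fibroblasts ([…]), 500 cells/well in OPTI-MEM, 1% FBS, got compounds for 60 min, then NCS for 30 min at 37C. Lysates were then assayed for phospho-KAP-1 by AlphaLISA (anti-pKAP1 donor, anti-KAP1 acceptor beads), 6 hr at 25C.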
TSHR antag – blocks TSH signaling through the human TSH receptor; actives 0.2% (n = 330,000); AID 504810; activity change, negative = inhibition, % at 11.5 µM; TSHR-expressing cells, TSH-stimulated cAMP HTRF, 2 h; active compounds read low;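 active means activity change below a set negative limit, meaning inhibition stronger than a set level, cut at about -70% in these data; inconclusive means activity change between two set negative limits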; further: on the % scale 0 is the no-effect control and ±100 the full control effect
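TSHR-expressing cells, 200/well, pre-treated with compound, then stimulated with EC80 TSH (4nM final) for 2 hours at 37 deg C. cAMP measured by competitive HTRF: anti-cAMP cryptate antibody in lysis buffer plus cAMP-d2, read after 30 minutes at room temperature.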
CXXC DNA block – inhibitors of human MLL CXXC domain-DNA interaction. Q03164. actives 0.037% (n = 290,000). Potency, µM (series often up to 115 µM), inactives show at the highest dose activity change, negative = inhibition, most hits filed as inhibitors. MLL-CXXC / FITC-HOXA9 DNA fluorescence polarization; active means well fitted inhibition curve with a large enough effect in the polarisation, with a control signal flat, not every such curve was filed as active; inconclusive means small, poorly fitted or top-dose-only effect, or effect the other way, or a change in a side signal; inactive means no such curve, though single readings can be large or run the other way; the % refers to the polarisation; further: potency means the concentration at half of the fitted maximal effect
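Steps: dispense CXXC domain solution (7 uM) → pin compounds or unlabeled HOX-A9 DNA control → 5 min ambient → add FLSN-HOX-A9 solution (50 nM) → spin → 30 min ambient → fluorescence polarization. Tris pH 7.5/NaCl/DTT/BSA buffer.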
GALK inhibitor – blocks human galactokinase activity; Purified GALK, Kinase-Glo residual ATP luminescence; Potency, µM (highest dose often 57.5 µM), without a hit: at the top dose activity change, negative = inhibition, hits mostly inhibitors; actives 0.007% (n = 270,000); further: potency means the concentration at half of the fitted maximal effect; on the % scale 0 is the no-effect control and ±100 the full control effect
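5 nM enzyme, 35 uM ATP, 100 uM galactose, 20 mM HEPES pH8.0, 5 mM MgCl2; 1 h RT; residual ATP by Kinase-Glo Plus luminescence, qHTS format.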
* = called active by the depositor; ? = inconclusive; . = no result given; [ ] = remark or other dose. Unless noted, the call rests on the fitted dose curve; in most records, active means well fitted curve in the direction sought with a large enough effect; inconclusive means small, poorly fitted or top-dose-only effect, or another doubt; inactive means no such curve, though single readings can be large; an effect the other way counts as inactive or inconclusive.

SMILES	Tb PFK block	FBPA coupling cs	TCR activator	hERG WT inh	Giardia killer	BCR signal inh	AT treatment	TSHR antag	CXXC DNA block	GALK inhibitor
CCOC(=O)c1cc2occc2n1CC(=O)Nc1ccc(OC)cc1OC	6%	0	-3%	-7	2	-2%	5%	-4	-1%	4%
O=C1OCCC1Sc1nc(-c2ccccc2)cs1 (stereo not given)	-3%	0	-2%	4	0	?	9%	-6	6%	1%
Brc1cc(Br)c2nc3c(cc2c1)CCC3	2%	0	-20%	-4	-8	5%	3%	-2	0%	.
Cc1c(C(=O)N2CCCC2)nnn1-c1nonc1N	3%	4	.	0	-4	10%	-1%	7	4%	2%
Cc1ccc(S(=O)(=O)N2CCN(S(=O)(=O)N3CCOCC3)CC2)c(C)c1	1%	0	-3%	-9	3	12%	0%	7	-10%	0%
COc1ccc(NCc2nnc(-c3ccccc3)o2)cc1	1%	.	-4%	10	33[activator]	?	2%	-28	56%[activator]	-10%
Cc1ccccc1CN1C(=O)C2(OCCCO2)c2ccccc21	2%	0	6%	-5	9	0%	15%	-1	-5%	2%
COc1ccccc1NC(=O)c1c(O)c2ccccc2[nH]c1=O	0%	-1	-7%	1	0	?	0%	1	-12%	-2%
CCc1ccc(NC(=O)CCCNC(=O)Cn2cnc3sc(C)c(C)c3c2=O)cc1	-1%	3	1%	-6	-9	-5%	1%	-13	9%	-4%
COc1ccc(N2CCN(CCC(=O)c3ccc4ccccc4c3)CC2)cc1	-7%	-2	0%	?	-14	-1%	-14%	-6	1%	.
Cc1ccc2nc(N(CCN(C)C)C(=O)c3ccc4c(c3)OCCO4)sc2c1	2%	.	6%	-3	-7	0%	11%	4	0%	-9%
CC1CCN(CCCCOc2ccccc2F)CC1	-7%	-1	4%	?	?	?	-7%	0	-10%	-5%
CC(C)CN(CC(C)C)C(=O)CN1C(=O)NC2(CCc3ccccc3C2)C1=O (stereo not given)	-2%	0	-48%	-7	5	?	4%	4	12%	.
COC(=O)c1cc(S(=O)(=O)N2CCCC(C)C2)cn1C (stereo not given)	0%	.	-4%	6	14	2%	-1%	1	-9%	1%
CC1CCCC(NC(=O)COC(=O)c2cccnc2Cl)C1C (stereo not given)	0%	.	6%	0	25	-3%	-5%	-7	.	.
COc1cc(OC)cc(-c2nc3ccccc3s2)c1	-1%	0	5%	31	-8	?	34%	-10	1%	1%
COc1ccc(C2c3ccc4ccccc4c3Oc3ncn(Cc4ccco4)c(=N)c32)cc1OC (stereo not given)	3%	-3	1%[46.1 µM]	-2	20	?	8%	-4	24%	-1%
Cc1ccn(CC(=O)N2CCCC(Nc3ccc(F)c(F)c3)C2)n1 (stereo not given)	-8%	.	-1%	0	-3	1%	?	24	32%	-6%
O=C(Nc1ccccc1)C1CC2CCC1C2 (stereo not given)	-6%	1	.	-8	1	-1%	-9%	-40	-2%	3%
CC(=O)Nc1ccc(SC[C@H](Cc2ccccc2)N2CC[C@@H](C(C)(C)C)CCC2=O)cc1	-11%	.	-3%	-13	-23	-2%	-13%	3	.	.
CC1CN(c2nc(Nc3ccccc3F)nc(N)c2[N+](=O)[O-])CC(C)O1 (stereo not given)	-8%	0	3%	-15	-1	10%	-4%	5	-5%	3%
Cn1c(SCC2CCCO2)nnc1-c1ccc([N+](=O)[O-])cc1 (stereo not given)	-4%	3	6%	.	-7	0%	7%	-4	13%	2%
COCCSc1nnc(NC(=O)c2ccco2)s1	-4%	2	-1%	9	11	-4%	1%	-16	-6%	0%
CCCCC[n+]1ccn(-c2nc3ccccc3nc2[N-]S(=O)(=O)c2ccccc2)c1	1%	-22	1%	11	-12	2%	4%	0	4%	0%
COc1ccc(S(=O)(=O)NCC(=O)N(CC(=O)NCc2ccco2)C2CCCC2)cc1	5%	1	9%	8	-8	4%	-10%	5	-1%	0%
Carrying on.
SMILES	Tb PFK block	FBPA coupling cs	TCR activator	hERG WT inh	Giardia killer	BCR signal inh	AT treatment	TSHR antag	CXXC DNA block	GALK inhibitor
CC(=O)Nc1ccc(Nc2ccc(S(=O)(=O)C(F)(F)F)cc2[N+](=O)[O-])cc1	0%	-1	3%[46.1 µM]	-17	-22	5%	-6%	13	-1%	0%
CC1CCCCN1C(=O)CN1C(=O)c2ccccc2S1(=O)=O (stereo not given)	-5%	.	2%	-4	-12	0%	-7%	15	.	.
c1ccc(COc2cccc(CNn3cnnc3)c2)cc1	-7%	5	10%	1	4	5%	3%	31	1%	0%
COC(=O)c1sc(NC(=O)c2c(OC)cccc2OC)c(C#N)c1C	-6%	1	5%	-18	10	?	-5%	19	-8%	2%
CCC1(C)N(O)C(C)(C)C(c2ccc(OC)cc2)=[N+]1[O-] (stereo not given)	0%	2	1%	3	3	-1%	4%	-2	-2%	14%
C=C(C)c1cccc(C(C)(C)NC(=O)N2CCCC(C)C2)c1 (stereo not given)	0%	-1	-4%[46.1 µM]	-4	9	?	-7%	-21	1%	-3%
CC1CC(C)CN(C(=O)C(C)N2CCN(S(=O)(=O)c3ccccc3F)CC2)C1 (stereo not given)	-5%	.	6%	3	-16	-2%	11%	13	.	.
O=C(C#Cc1ccccc1)c1ccc([N+](=O)[O-])cc1	5%	0	2%	-14	6	?	-1%	-25	-16%	0%
O=C(O)CCc1nn2c3ccccc3n(CCN3CCCCC3)c2nc1=O	3%	-1	-1%	-4	-8	13%	.	0	11%	6%
CC(C)Oc1ccc(S(=O)(=O)N2CCOCC2)cc1NC(=O)CC1CCCC1	5%	.	-3%	2	0	0%	5%	-5	.	.
CCn1c(SCC(=O)Nc2nc(-c3ccccc3)cs2)nnc1-c1ccccc1	-1%	-13	-4%	-10	1	?	1%	-39	3%	0%
O=C(OCC(=O)N1CCCC1)c1cc(Cl)ccc1Cl	-1%	0	7%	-3	-7	-5%	3%	7	-8%	1%
O=C(NCc1ccc(F)cc1)C(c1ccccc1)N(C(=O)c1csnn1)C1CC1 (stereo not given)	0%	0	-1%	5	40[activator]	7%	0%	-4	-2%	11%
Clc1ccc(-c2nc3n(n2)Cc2ccccc2-3)cc1	2%	-5	8%[46.1 µM]	-5	?	0%	.	-33	12%	2%
CCCCN(C(=O)CCC(=O)Nc1cc(C)on1)C(C(=O)NC1CCCC1)c1ccc(OC)cc1 (stereo not given)	0%	0	-3%	-6	-5	-3%	1%	12	1%	4%
COc1ccc(NC2CCCN(C(=O)c3cc4ncccn4n3)C2)cc1 (stereo not given)	1%	.	4%	3	18	1%	-13%	-7	9%	6%
CCc1ccc(NC(=O)CNC(=O)[C@@H]2Cc3ccccc3CN2)cc1	-4%	.	3%	-5	-5	?	-4%	-3	13%	-3%
N#CCCCN1C(=O)C(=C(C#N)C#N)c2ccccc21	2%	-35*	3%	-1	-13	?	2%	-8	-10%	-1%
COc1ccc(NS(=O)(=O)c2ccc3c(c2)N(C(C)=O)CCO3)c(OC)c1	3%	-1	4%	19	16	5%	1%	-5	21%	0%
CN(Cc1ccccc1F)C(=O)COc1ccc(C(=O)c2ccccc2)cc1	-1%	0	-5%	-13	-15	-1%	-5%	-18	-5%	6%
Cc1c(CN2CCC(CO)(CCOc3ccccc3)CC2)[nH]c2ccc(Cl)cc12	-4%	0	0%	-7	-3	?	-5%	6	2%	2%
Cc1cc(=O)n(CCc2ccccc2)c(O)c1C#N	-4%	-11	1%[46.1 µM]	-4	2	?	-4%	-7	-5%	-5%
O=C(COc1ccccc1Cl)NNC(=O)c1ccc2c(=O)n3c(nc2c1)CCC3	-3%	.	-8%	-1	3	15%	0%	-13	.	.
COCC(C)NC(=O)C1c2ccccc2Oc2ccccc21 (stereo not given)	1%	-4	4%	-12	-3	-3%	0%	-120*	-11%	4%
COc1cc(C(=O)Nc2cccc(C)c2C)c(Br)c(OC)c1OC	-5%	1	-11%	0	5	1%	0%	-3	27%	-1%
Cc1cccc2cc(CN(CC3CCCO3)C(c3nnnn3Cc3ccco3)C(C)C)c(=O)[nH]c12 (stereo not given)	1%	-4	-3%	28	1	7%	2%	-19	6%	-5%

Four compounds out of the list, sorted by SMILES length, falling.
SMILES	Tb PFK block	FBPA coupling cs	TCR activator	hERG WT inh	Giardia killer	BCR signal inh	AT treatment	TSHR antag	CXXC DNA block	GALK inhibitor
Cc1cccc2cc(CN(CC3CCCO3)C(c3nnnn3Cc3ccco3)C(C)C)c(=O)[nH]c12 (stereo not given)	1%	-4	-3%	28	1	7%	2%	-19	6%	-5%
CCn1c(SCC(=O)Nc2nc(-c3ccccc3)cs2)nnc1-c1ccccc1	-1%	-13	-4%	-10	1	?	1%	-39	3%	0%
O=C(O)CCc1nn2c3ccccc3n(CCN3CCCCC3)c2nc1=O	3%	-1	-1%	-4	-8	13%	.	0	11%	6%
COc1cc(C(=O)Nc2cccc(C)c2C)c(Br)c(OC)c1OC	-5%	1	-11%	0	5	1%	0%	-3	27%	-1%
